# Screens as filed in PubChem BioAssay.
# SIAH1 antagonists = Siah-1 peptide-binding antagonists, primary screen, biochemical, fluorescence polarization, rhodamine-plectin, uHTS (AID 1817). Siah-1 / rhodamine-plectin peptide fluorescence polarization; higher % means a stronger effect. displacement, % at 20 µM; hits with a dose series show IC50 in µM. 290,000 tested, 0.02% active;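 active = displacement of at least 50% at 20 µM, with a fluorescence ratio check between 0.3 and a set limit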;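 also: plate controls were Siah plus tracer with DMSO for no effect and tracer alone without Siah for full effect; strong numbers were not always called active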
# LYP phosphatase = inhibitors of LYP phosphatase, biochemical, fluorescence intensity, uHTS (AID 1779). recombinant LYP phosphatase, fluorescence intensity; higher % means a stronger effect. 290,000 tested, 0.054% active. inhibition, % at 11.5 µM, or IC50 in µM where a hit was titrated;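 also: plate controls were vehicle with enzyme for no effect and no enzyme for full effect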
# XIAP antagonists = small molecules displacing peptide from XIAP – biochemical, IAP family, fluorescence polarization (AID 1018) | XIAP BIR domain, fluorescence polarization peptide displacement; higher % means a stronger effect | one-dose displacement, % at 20 µM; IC50 in µM for titrated hits | 200,000 tested, 0.007% active; in the data active = displacement above about 50%; also: a part of the inactive calls stands beside numbers as strong as those of hits
# P. falciparum M17LAP = P. falciparum M17LAP inhibitors, primary screen, biochemical, fluorogenic H-Leu-NHMec substrate, 1536-well (AID 1619) | recombinant M17LAP, H-Leu-NHMec fluorogenic kinetic assay; higher % means a stronger effect | 220,000 tested, 0.38% active | one-dose inhibition, % at 30 µM; IC50 in µM for titrated hits;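 active = compound inhibiting the enzyme by more than half at any dose during confirmatory dose-response retesting; inconclusive = strong single-dose inhibitors picked by rank but not retested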;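 also: plate controls were full reaction with DMSO carrier for no effect and no enzyme background for full effect; strong numbers were not always called active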
# AID2073 = inhibitors of Mint1-CaV2.2 protein interaction, biochemical, HTRF (AID 2073). HTRF protein-protein interaction, Mint1-CaV2.2; higher % means a stronger effect. inhibition, % at 20 µM; hits with a dose series show IC50 in µM. 290,000 tested, 0.19% active; in the data active = inhibition mostly above about 51%, no sharp cut-off; inconclusive = no clear call, values can overlap the other calls; inactive = mostly below about 53%; also: some results filed as inactive read as strong as hits
# human PMI inhibitors = MPI inhibition at elevated mannose 6-phosphate – biochemical, fluorescence intensity, high mannose 6-phosphate, primary screen (AID 1220); inhibition, % at 20 µM; hits with a dose series show IC50 in µM; recombinant PMI enzyme, coupled fluorescence intensity; higher % means a stronger effect; 190,000 tested, 0.66% active
# Dynein cargo inh = dynein cargo transport inhibition; 3617.4 mouse cells, GR-EGFP nuclear translocation imaging; test concentration mostly 20 µM; stimulated with dexamethasone, 1 µM; stronger effect = lower value; z-score, hits read low; 220,000 tested, 0.47% active; AID 1381;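 active = plate z-score of nuclear minus cytoplasmic receptor signal below a set negative limit, without overly bright fluorescence or cell loss, cut at about -3.5 in these data, passing the limit was not always enough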;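 also: z-score of nuclear minus cytoplasmic ring GR-EGFP intensity difference per well; some compounds called inactive have numbers as strong as hits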
#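 medium = tetracycline-free induction medium containing charcoal-stripped FBS | probe or stimulus = dexamethasone, 1.0 µM final | timing = 48 h induction, then 1 h compound, then 30 min agonist, 37 °C | detection = automated 10x imaging of fixed Hoechst-stained cells | read-out basis = nuclear versus cytoplasmic GR-EGFP signal, averaged per well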
# human PMI inhibition = inhibitors of human PMI, primary screen, biochemical, fluorescence intensity, coupled assay (AID 1209); purified PMI enzyme, coupled fluorescence intensity; higher % means a stronger effect; inhibition, % at 20 µM; hits with a dose series show IC50 in µM; 190,000 tested, 0.42% active;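 also: plate controls were DMSO vehicle for no effect and wells lacking substrate for full effect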
# M1AAP inhibition = P. falciparum M1AAP inhibitors, biochemical, fluorogenic H-Leu-NHMec substrate, 1536-well (AID 1445). inhibition, % at 30 µM, or IC50 in µM where a hit was titrated. recombinant M1AAP, H-Leu-NHMec fluorogenic kinetic assay; higher % means a stronger effect. 220,000 tested, 0.42% active;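 active = primary inhibition above the hit cutoff, then over 50% inhibition at one or more dose response concentrations, cut at about 23% in these data, passing the limit was not always enough; inconclusive = conflicting primary data, or primary hits not chosen for dose response; inactive = low primary inhibition, or under 50% at every dose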;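 also: plate controls were DMSO full reaction for no effect and no enzyme background for full effect; strong numbers were not always called active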
# Dynein cargo inh cytoplasmic EGFP = also measured in Dynein cargo inh; calls as there; z-score; measured here: cytoplasmic GR-EGFP intensity; stronger effect = higher value
# Dynein cargo inh nuclear GR-EGFP = recorded beside Dynein cargo inh, whose call it bears; z-score; measured here: nuclear GR-EGFP intensity;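 lower value marks the stronger effect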
# Dynein cargo inh cell count = also measured in Dynein cargo inh; calls as there; z-score; measured here: cell count per field
# * = called active by the depositor; ? = inconclusive; . = not tested or not shown. Rule as the data show it, unless noted: active = inhibition above about 50%; inactive = the rest.
SMILES,SIAH1 antagonists,LYP phosphatase,XIAP antagonists,P. falciparum M17LAP,AID2073,human PMI inhibitors,Dynein cargo inh,Dynein cargo inh cytoplasmic EGFP,Dynein cargo inh nuclear GR-EGFP,Dynein cargo inh cell count,human PMI inhibition,M1AAP inhibition
CCNc1nc(SC(C)C(=O)OC)nc(N2CCOCC2)n1 (stereo unspecified),-5%,-2%,-6.7%,8%,9%,-1%,0.52,-0.3,0.83,-0.034,-5%,-1%
CSc1nc(C)c2c(n1)N(c1ccc(O)cc1)CC2,4%,-8%,-8.0%,-2%,14%,-3%,-1.3,-0.22,-0.88,1,-4%,5%
CN1C(=O)NC(c2ccccc2)C2=C1CN(c1ccc3ccccc3c1)C2=O (stereo unspecified),12%,-12%,-5.4%,18%,6%,9%,-0.55,-0.15,0.16,0.41,9%,1%
O=C(COc1ccc(S(=O)(=O)NC2CCCCC2)cc1)NCc1ccccn1,-1%,-7%,-4.4%,2%,-8%,16%,0.21,-0.17,0.022,0.81,16%,2%
COc1ccc(-c2nnc(SCC(=O)N3CCc4ccccc4C3)o2)cc1,-1%,-3%,-4.0%,-5%,-6%,12%,-0.1,-0.2,0.15,0.69,23%,8%
Nc1ncccc1OCc1ccc(Br)cc1,1%,3%,-2.4%,-6%,15%,-2%,-0.67,-0.31,-0.41,-0.28,-7%,4%
COC(=O)c1cc(C(=O)Nc2ccc(S(=O)(=O)NC(C)(C)C)cc2)cc([N+](=O)[O-])c1,-4%,-2%,-7.9%,-2%,5%,-3%,-0.38,-0.27,-0.12,0.67,2%,-2%
c1ccc2c(c1)CNC1(CCCCC1)C2,2%,-1%,-2.0%,-4%,-6%,-1%,0.31,-0.26,0.48,-0.15,7%,-2%
CC1CCc2c(sc(NC(=O)CCCn3cnc([N+](=O)[O-])n3)c2C(N)=O)C1 (stereo unspecified),2%,-3%,-4.8%,-4%,-14%,4%,0.17,-0.26,0.36,-1.1,1%,6%
C/C(=N\N=C(/N)c1nonc1N)c1ccc2c(c1)OCO2,-8%,-2%,.,10%,2%,.,0.12,-0.17,0.48,0.63,.,6%
OCc1nc2ccccc2n1CC(O)Cn1ccc2ccccc21 (stereo unspecified),-8%,0%,-9.0%,-2%,-7%,1%,-0.39,-0.27,-0.11,0.37,3%,1%
CCOC(=O)N1CCN(C(=O)CCCOc2ccccc2)CC1,0%,0%,-14%,-7%,-1%,6%,-0.65,-0.25,-0.4,1.6,12%,3%
COc1ccc(C(=O)c2c[nH]c(C(=O)NCCCN3CCOCC3)c2)cc1,-1%,9%,-2.5%,-3%,18%,-1%,-1.3,-0.11,-0.56,1.1,-6%,0%
CCCNS(=O)(=O)c1cc(Cl)ccc1OC,2%,-10%,-10%,6%,-16%,-8%,0.92,-0.33,0.47,0.54,-3%,0%
CC(C)NC(=O)c1ccccc1NC(=O)/C=C/c1ccc([N+](=O)[O-])cc1,6%,1%,-4.9%,10%,14%,6%,0.13,-0.15,-0.12,0.64,2%,0%

# 8 compounds out of the list, ordered by length of the SMILES, largest number first.
SMILES,SIAH1 antagonists,LYP phosphatase,XIAP antagonists,P. falciparum M17LAP,AID2073,human PMI inhibitors,Dynein cargo inh,Dynein cargo inh cytoplasmic EGFP,Dynein cargo inh nuclear GR-EGFP,Dynein cargo inh cell count,human PMI inhibition,M1AAP inhibition
COC(=O)c1cc(C(=O)Nc2ccc(S(=O)(=O)NC(C)(C)C)cc2)cc([N+](=O)[O-])c1,-4%,-2%,-7.9%,-2%,5%,-3%,-0.38,-0.27,-0.12,0.67,2%,-2%
CC1CCc2c(sc(NC(=O)CCCn3cnc([N+](=O)[O-])n3)c2C(N)=O)C1 (stereo unspecified),2%,-3%,-4.8%,-4%,-14%,4%,0.17,-0.26,0.36,-1.1,1%,6%
CC(C)NC(=O)c1ccccc1NC(=O)/C=C/c1ccc([N+](=O)[O-])cc1,6%,1%,-4.9%,10%,14%,6%,0.13,-0.15,-0.12,0.64,2%,0%
O=C(COc1ccc(S(=O)(=O)NC2CCCCC2)cc1)NCc1ccccn1,-1%,-7%,-4.4%,2%,-8%,16%,0.21,-0.17,0.022,0.81,16%,2%
C/C(=N\N=C(/N)c1nonc1N)c1ccc2c(c1)OCO2,-8%,-2%,.,10%,2%,.,0.12,-0.17,0.48,0.63,.,6%
CCNc1nc(SC(C)C(=O)OC)nc(N2CCOCC2)n1 (stereo unspecified),-5%,-2%,-6.7%,8%,9%,-1%,0.52,-0.3,0.83,-0.034,-5%,-1%
OCc1nc2ccccc2n1CC(O)Cn1ccc2ccccc21 (stereo unspecified),-8%,0%,-9.0%,-2%,-7%,1%,-0.39,-0.27,-0.11,0.37,3%,1%
CSc1nc(C)c2c(n1)N(c1ccc(O)cc1)CC2,4%,-8%,-8.0%,-2%,14%,-3%,-1.3,-0.22,-0.88,1,-4%,5%

# The results go on:
SMILES,SIAH1 antagonists,LYP phosphatase,XIAP antagonists,P. falciparum M17LAP,AID2073,human PMI inhibitors,Dynein cargo inh,Dynein cargo inh cytoplasmic EGFP,Dynein cargo inh nuclear GR-EGFP,Dynein cargo inh cell count,human PMI inhibition,M1AAP inhibition
CCOC(=O)N1CCN(S(=O)(=O)c2ccc(C(=O)Nc3nc4ccc(F)cc4s3)cc2)CC1,3%,-6%,-3.3%,-1%,17%,5%,-1.8,-0.047,-0.58,0.11,2%,3%
CC(NC(=S)Nc1ccccc1Cl)C(c1cccs1)N1CCCC1 (stereo unspecified),-1%,-1%,0.2%,-1%,-21%,11%,0.12,-0.24,-0.37,-0.39,9%,-1%
N#Cc1ccccc1Cn1c(=O)n(Cc2ccc(C(=O)NCc3ccco3)cc2)c(=O)c2sccc21,4%,2%,-4.5%,2%,25%,-2%,-0.18,-0.21,0.14,0.49,6%,-4%
Cc1nn(C)cc1S(=O)(=O)N1CCN(Cc2cccc(Cl)c2)CC1,14%,-10%,-1.3%,12%,?,12%,1.3,-0.14,0.76,-1.4,12%,-3%
CC(=O)Nc1ccc(NC(=O)CN(c2cccc(C)c2)S(C)(=O)=O)cc1,-2%,-7%,-4.0%,1%,2%,-8%,0.12,-0.26,0.029,-0.29,-15%,-1%
COc1ccc(CC(=O)Nc2ccc(C(=O)NC(C)(C)C)cc2)cc1,15%,0%,-7.7%,-2%,9%,18%,-0.5,-0.3,-0.54,0.28,17%,9%
CCCC(=O)Nc1nc2ccc(C(=O)OCC)cc2s1,-2%,-4%,-8.0%,19%,5%,4%,-0.11,-0.27,-0.066,0.29,11%,0%
COc1ccc(C=O)cc1COc1c(F)c(F)cc(F)c1F,5%,-2%,-2.1%,-20%,36%,13%,-1,-0.24,-0.31,0.12,13%,11%
O=C(c1ccc(Cn2cc(Cl)cn2)o1)N1CCN(Cc2ccc3c(c2)OCO3)CC1,-1%,-7%,-5.9%,5%,-1%,-4%,0.32,-0.11,0.5,0.33,-7%,3%
O=C(N/N=C/c1ccccc1Cl)c1n[nH]c2c1CCCC2,-2%,-7%,-5.8%,-2%,24%,-11%,0.33,-0.21,0.7,-0.72,-11%,0%
Cc1cccc(-n2nc3c(c2NC(=O)c2ccc(S(=O)(=O)N4CCOCC4)cc2)CSC3)c1C,0%,14%,-5.4%,-4%,15%,9%,-0.17,-0.31,-0.31,1,16%,5%
COc1ccc(OCC(O)CNCc2ccco2)cc1 (stereo unspecified),4%,-7%,-1.9%,13%,-5%,0%,-0.22,-0.21,0.28,0.36,4%,-6%
O=C1NCCN(Cc2ccc(Cl)c(F)c2)C1CC(=O)N1CCCO1 (stereo unspecified),-1%,-7%,-0.8%,-35%,8%,28%,-0.29,-0.12,-0.16,-0.8,6%,9%
COc1cccc(NC(=O)[C@@H]2CCCN2C(=O)C2CCN(S(=O)(=O)c3ccc(C)cc3)CC2)c1,-1%,11%,-3.7%,2%,12%,2%,0.51,0.033,0.063,-0.36,-1%,3%
O=C(O)Cc1ccc(C(=O)c2ccc(F)cc2)s1,0%,-2%,1.0%,15%,-1%,-2%,-0.31,-0.24,-0.026,0.017,-1%,2%
COc1ccc(-c2csc(Nc3ccc(S(=O)(=O)Nc4cc(C)on4)cc3)n2)cc1,-3%,3%,-1.0%,-3%,3%,11%,0.24,-0.37,0.046,0.06,6%,5%
COCC(C)NC(=O)c1ccc(CN2CCc3ccccc3C2)cc1 (stereo unspecified),0%,-9%,-2.8%,-7%,-5%,12%,1.3,-0.3,0.79,-0.53,8%,-6%
CC(CN1CCN(C)CC1)OC(=O)c1ccc(F)cc1 (stereo unspecified),4%,-5%,-5.2%,-2%,-2%,-15%,-0.54,-0.34,-0.43,0.66,-23%,2%
COc1ccc(S(=O)(=O)N2CCOCC2)cc1NC(=O)c1ccc2c(c1)OCCO2,-1%,-10%,-2.5%,3%,1%,16%,-1.5,2.4,-0.26,0.02,14%,4%
COc1ccc(NS(=O)(=O)c2cc(NC(=O)c3cccs3)ccc2N2CCCC2)cc1,-8%,5%,-15%,-3%,22%,-26%,1.5,-0.19,1,-1.6,-21%,7%
CC(=O)Nc1ccc(S(=O)(=O)N2CCN(CCCOc3ccccc3Cl)CC2)cc1,-1%,-8%,-3.2%,11%,22%,6%,-0.51,-0.26,-0.047,0.27,7%,-3%
COc1ccc(/C=N/NC(N)=S)cc1OC(=O)c1ccccc1,-1%,-1%,-6.5%,0%,7%,-3%,0.59,-0.19,0.12,0.27,6%,5%
CC(NC(=O)c1ccc(Cn2cc([N+](=O)[O-])cn2)cc1)c1ccccc1 (stereo unspecified),-2%,-8%,-3.5%,10%,-10%,-8%,-0.73,-0.27,-0.63,0.64,-2%,2%
COc1ccc(-c2oc(NC(C)=O)c(C#N)c2-c2ccc(OC)cc2)cc1,5%,-3%,-4.2%,12%,19%,-1%,0.72,0.053,0.8,-0.7,-4%,11%
